Compound activity from PubChem.
TRPV1 agonist = HTS Assay for Compounds that Act as Agonists of the Vanilloid Receptor 1 | Transient receptor potential cation channel subfamily V member 1 (Homo sapiens), Q8NER1 | TRPV1-expressing cells, Fluo-8 calcium influx, agonist mode | activation, % at 8.33 µM | 320,000 tested, 0.19% active | AID 540275, 2011; in the data active = activation above about 80%; inconclusive = between about 30% and that limit; note: 0% is about no effect
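Fluo-8 calcium influx in TRPV1-expressing cells, kinetic read (ex 480/em 520 nm). Compound added and read 3 min for agonist activity, followed by capsaicin at EC20 final and 2 min further read for enhancement.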
ELG1 DNA repair = qHTS screen for small molecules that inhibit ELG1-dependent DNA repair in human embryonic kidney (HEK293T) cells expressing luciferase-tagged ELG1. HEK293T ELG1-luciferase reporter, luminescence, 16 h; DNA damage induced by 5-fluorouridine. Potency, µM (titrated, usually from 46.1 µM), for inactives: at the top dose activity change, negative = inhibition, actives largely listed as inhibitors. 330,000 tested, 2.3% active. AID 504467, 2011; note: potency is the fitted concentration of half-maximal effect; % is set by controls: 0 for no effect and ±100 for the full control effect; nearly all actives have a fitted effect of over 55% in size
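Quantitative HTS, concentration-response format. 2,000 cells/well co-treated with 5-fluorouridine and compound, 16 hr in 5% CO2 at 37 °C; ONE-Glo luminescence read after 30 min.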
a7 integrin act = qHTS for Activators of Integrin-Mediated Alleviation for Muscular Dystrophy; 350,000 tested, 0.064% active; alpha7betagal myoblasts, beta-gal FDG fluorescence, 48 h; Potency, µM (doses to about 38.3 µM), inactives show at the top dose activation, actives largely listed as activators;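 note: potency is the fitted concentration of half-maximal effect; 100% = response of the positive control SU9516; nearly all actives have a fitted effect of over 60% in size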
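Alpha7betagal+/- myoblasts (passage 13) were plated 16-24 hr, then exposed to compounds (1:260 dilution of DMSO stock) for 48 hours at 37C. After MPER lysis, β-galactosidase reporter activity was read as FDG fluorescence (ex 480/em 540) after 30 minutes.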
MLL CXXC-DNA inh = qHTS Fluorescence Polarization Assay for Inhibitors of MLL CXXC domain - DNA interaction | Potency, µM (highest dose often 115 µM), inactives show at the top dose activity change, negative = inhibition, hits mostly inhibitors | Histone-lysine N-methyltransferase 2A (Homo sapiens), Q03164 | 290,000 tested, 0.037% active | MLL-CXXC / FITC-HOXA9 DNA fluorescence polarization | AID 2662, 2010; active = well fitted inhibition curve with a large enough effect in the polarisation, with a control signal flat, not every such curve was filed as active; inconclusive = small, poorly fitted or top-dose-only effect, or effect the other way, or a change in a side signal; inactive = no such curve, though single readings can be large or run the other way; the % refers to the polarisation; note: potency is the fitted concentration of half-maximal effect
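Steps: dispense CXXC domain solution (7 uM) → pin compounds or unlabeled HOX-A9 DNA control → 5 min ambient → add FLSN-HOX-A9 solution (50 nM) → spin → 30 min ambient → fluorescence polarization. Tris pH 7.5/NaCl/DTT/BSA buffer.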
TCR activator = Activators of T cell receptors: qHTS campaign; primary human leukocytes, anti-CD3, IL-2 HTRF, 48 h; Potency, µM (series often up to 9.22 µM), inactives show top-dose activation of IL-2 secretion, most hits filed as activators; 330,000 tested, under 10 active; note: % of control where 0% means no effect
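Using a-CD3 beads without co-stimulation, primary human leukocytes were exposed to compounds for 48 hr. An HTRF IL-2 kit measured the cytokine, with europium-to-d2 energy transfer producing emission at 665nm upon 320nm excitation.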
BRCA1 expr up = qHTS Assay to Identify Small Molecule Activators of BRCA1 Expression; MCF7-BRCA1-FFLuc reporter, luminescence, 48 h; response scale: scaled: vehicle 0%, 10 µM genistein 100%; Potency, µM (titrated, usually from 46.1 µM), for the others: at the top dose activation, usual class: activators; 380,000 tested, 1.1% active; AID 624202, 2012; note: potency is the fitted concentration of half-maximal effect; nearly all actives have a fitted effect of over 80% in size; some results filed as inactive show a strong effect at the top dose
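MCF7-BRCA1-FFLuc cells, 2000/well in phenol-red-free MEM, attached 2 h then treated 48 h at 37 C. Luciferase luminescence read 15 min after reagent; normalized to genistein maximum activation (10microM) and DMSO, concentration-response fitted.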
TSG101-PTAP inh = qHTS Assay for Iinhibitors of HIV-1 Budding by Blocking the Interaction of PTAP/TSG101. Tumor susceptibility gene 101 protein (Homo sapiens), Q99816. Fluorescence polarization, FITC-PTAP peptide / Tsg101 binding. Potency, µM (highest dose often 115 µM), for inactives: top-dose activity change, negative = inhibition, most hits filed as inhibitors. 340,000 tested, under 10 active; active = well fitted inhibition curve with a large enough effect in the main read-out, with a control signal flat, not every such curve was filed as active; inconclusive = small, poorly fitted or top-dose-only effect, or effect the other way, or a change in a side signal; inactive = no such curve, though single readings can be large or run the other way; note: potency is the fitted concentration of half-maximal effect; % of control where 0% means no effect
Target sequence (Q99816 whole entry, looked up): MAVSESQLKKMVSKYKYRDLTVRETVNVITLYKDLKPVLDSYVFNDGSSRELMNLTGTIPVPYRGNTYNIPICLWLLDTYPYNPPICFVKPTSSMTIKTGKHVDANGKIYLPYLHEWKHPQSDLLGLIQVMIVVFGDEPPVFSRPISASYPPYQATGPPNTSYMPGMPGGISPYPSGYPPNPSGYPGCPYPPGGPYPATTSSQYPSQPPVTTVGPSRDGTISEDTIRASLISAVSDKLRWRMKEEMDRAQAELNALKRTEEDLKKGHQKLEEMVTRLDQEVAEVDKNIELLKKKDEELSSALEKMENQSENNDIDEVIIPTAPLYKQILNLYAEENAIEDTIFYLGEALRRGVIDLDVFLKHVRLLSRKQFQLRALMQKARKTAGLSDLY
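FP read-out: FITC-PTAP peptide, 50 nM final, binding Tsg101 binding domain, 10 uM final; 20 min, r.t.; 10 mM HEPES pH 7.5, 0.15 M NaCl, 0.01% Tween 20, 3 mM EDTA, 0.1 mM TCEP.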
A-T KAP1 phos = qHTS Assay for Identifying a Potential Treatment of Ataxia-Telangiectasia. […] A-T fibroblasts, KAP-1 phosphorylation AlphaLISA; neocarzinostatin DNA damage 30 min before lysis. Potency, µM (titrated, usually from 57.5 µM), for inactives: at the highest dose activation, hits mostly activators. 320,000 tested, 0.19% active. AID 485349, 2010; note: potency is the fitted concentration of half-maximal effect; % of control where 0% means no effect; nearly all actives have a fitted effect of over 45% in size
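hTERT-immortalized A-T patient fibroblasts ([…]), 500 cells/well in OPTI-MEM, 1% FBS, got compounds for 60 min, then NCS for 30 min at 37C. Lysates were then assayed for phospho-KAP-1 by AlphaLISA (anti-pKAP1 donor, anti-KAP1 acceptor beads), 6 hr at 25C.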
B2AR arrestin = qHTS assay of beta-arrestin-biased ligands of beta2-adrenergic receptor; Beta-2 adrenergic receptor (Homo sapiens), P07550; beta-arrestin recruitment to beta2AR, cell-based reporter; Potency, µM (doses to about 46.1 µM), without a hit: at the top dose activation, most hits filed as activators; 330,000 tested, 0.02% active; AID 492947, 2010;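 note: potency is the fitted concentration of half-maximal effect; 0% = DMSO controls and full agonism = EC100 isoproterenol or metaproterenol; nearly all actives have a fitted effect of over 65% in size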
Target sequence (P07550 whole entry, looked up): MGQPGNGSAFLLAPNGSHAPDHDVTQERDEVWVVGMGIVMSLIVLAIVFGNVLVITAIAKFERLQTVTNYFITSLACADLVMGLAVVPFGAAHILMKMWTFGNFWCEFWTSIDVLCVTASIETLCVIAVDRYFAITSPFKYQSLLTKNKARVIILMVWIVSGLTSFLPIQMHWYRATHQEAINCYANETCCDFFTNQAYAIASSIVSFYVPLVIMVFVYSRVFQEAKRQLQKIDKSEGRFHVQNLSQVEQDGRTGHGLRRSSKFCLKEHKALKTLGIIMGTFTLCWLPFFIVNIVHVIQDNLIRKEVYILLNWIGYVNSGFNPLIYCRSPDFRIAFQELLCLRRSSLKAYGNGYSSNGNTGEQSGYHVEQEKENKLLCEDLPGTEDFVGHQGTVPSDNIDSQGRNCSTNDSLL
p53 reactivator = qHTS assay for re-activators of p53 using a Luc reporter | H1299 p53-A138V BP100-luciferase reporter, luminescence, 24 h | Potency, µM (highest dose often 92.2 µM), without a hit: at the top dose activity change, positive = activation, hits mostly activators | 320,000 tested, 0.063% active; note: potency is the fitted concentration of half-maximal effect; % of control where 0% means no effect; nearly all actives have a fitted effect of over 45% in size
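H1299 (p53-null), stable ts p53-A138V + BP100-Luc; 1000 cells/well, Opti-MEM/10% FBS; cpd 4 pt, 1:5; 24 h, 37 deg C, 5% CO2; detection reagent 10 min RT; luminescence.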
* = called active by the depositor; ? = inconclusive; · = not tested or not shown; [ ] = dose if it differs, or a comment. Unless noted, calls come from the whole dose curve; as a rule, active = well fitted curve in the direction sought with a large enough effect; inconclusive = small, poorly fitted or top-dose-only effect, or another doubt; inactive = no such curve, though single readings can be large; an effect the other way counts as inactive or inconclusive.

SMILES	TRPV1 agonist	ELG1 DNA repair	a7 integrin act	MLL CXXC-DNA inh	TCR activator	BRCA1 expr up	TSG101-PTAP inh	A-T KAP1 phos	B2AR arrestin	p53 reactivator
COC(=O)c1ccccc1NC(=O)c1nc(S(=O)(=O)Cc2ccccc2)ncc1Cl	-2	-13%	-43%	?	-8%	-3%	2%	-6%	-1.0%	4%
O=C(O)CC/C(=N/NC(=O)c1ccc(-c2ccccc2)cc1)c1ccccc1	24	0%	28%	13%	2%	-32%	-3%	-2%	-0.5%	17%
Cc1ccc(C)c(-c2csc(N/N=C/c3ccco3)n2)c1	3	-7%	18%	3%	1%	-4%	-2%	-1%	-0.2%	7%
COc1ccc(S(=O)(=O)N2CCN(C(=O)c3cc(-c4ccccc4OC)n[nH]3)CC2)cc1	82*	?	-12%	·	2%	1%	0%	8%	-0.9%	·
COc1ccc(/C=C2\N=C(SC)N(c3ccccc3OC)C2=O)cc1	6	?	?	-8%	7%	6%	3%	-1%	-0.5%	6%
Cc1ccc(C2CC(=O)Nc3cc4c(cc32)OCCO4)s1 (stereo not given)	10	?	3%	6%	1%	-15%	1%	6%	0.5%	-12%
CCCCNC(=O)CSc1nnc(-c2ccco2)n1C	-2	8%	17%	-3%	-3%	14%	-1%	4%	-0.9%	-6%
Cn1c(-c2ccccc2)n[nH]c1=S	-1	-1%	13%	-7%	5%	-5%	-3%	10%	0.0%	-2%
O=C(Nc1cccc(Cl)c1)Nc1nc(-c2ccc(Cl)cc2)cs1	3	-3%	13%	28%	1%	-25%	-3%	-5%	0.1%	18%
Cc1ccc(C(C)C)c(OCC(=O)Nc2ccccc2N2CCN(C)CC2)c1	?	?	-11%	-2%	-3%	-70%	-5%	-3%	-0.1%	-1%
NC(=O)c1ccc[n+]([C@H]2O[C@@H](COP(=O)([O-])OP(=O)(O)OC[C@H]3O[C@@H](n4cnc5c(N)ncnc54)[C@H](O)[C@@H]3O)[C@H](O)[C@@H]2O)c1	19	15%	·	·	9%	27%	-2%	-1%	0.0%	-1%
C[C@@]12C(=O)Nc3cc(F)ccc3C(=O)N1[C@H]1c3ccccc3OC[C@@H]1[C@@H]2c1ccccc1	6	?	-9%	·	5%	0%	-1%	-7%	0.6%	2%
O=C(c1cccnc1)N1CCN(C/C=C/c2ccccc2)CC1	4	-4%	-7%	3%	7%	9%	-3%	5%	-0.5%	5%
O=C(O)CSc1nc2ccccc2[nH]1	0	4%	13%	-2%	·	-20%	-6%	4%	5.1%	-1%
COc1ccc(C2CC(c3ccc(OC)c(OC)c3)=NN2S(C)(=O)=O)cc1 (stereo not given)	1	?	0%	-2%	5%	?	-4%	1%	-1.6%	?
COc1cc(-c2noc(C)c2C(=O)NCCCn2ccnc2)cc(OC)c1OC	·	?	6%	·	0%	16%	·	-10%	0.1%	0%
O=c1c(C=NCCN2CCNCC2)c(-c2ccccc2)[nH]n1-c1ccc([N+](=O)[O-])cc1	0	?	·	0%	·	·	·	5%	-0.9%	9%
COC(=O)CC1C(=O)NCCN1C(=O)c1cc(OC)c(OC)cc1OC (stereo not given)	-1	-3%	-4%	2%	-2%	5%	-3%	2%	2.5%	-7%
CC(C)Oc1ccc(CCC(=O)NNC(=O)c2ccccc2C(=O)O)cc1	19	?	-8%	24%	0%	-22%	-6%	4%	0.3%	-3%
Cc1cccnc1NC(N)=S	2	?	12%	4%	-2%	-6%	-6%	3%	-0.1%	-1%
CCOC(=O)CSc1nc2ccccc2c(=O)n1CC1CCCC1	?	-17%	-45%	-5%	-4%[46.1 µM]	1%	-2%	4%	-0.1%	-1%
C=CCNC(=S)NNC(=O)C(CCC(C)C)CC(C)(C)O (stereo not given)	-2	0%	-24%	-11%	1%	-38%	0%	·	-0.2%	-1%
CCCN(CCC)C(=O)CSc1nc2ccccc2c(=O)n1C1CCCC1	?	?	-16%	10%	6%	-60%	-15%	10%	-0.5%	-1%
COc1cccc(CNC(=O)CCc2nc3cc(S(=O)(=O)N4CCOCC4)ccc3n2C)c1	-1	?	-10%	·	2%	14%	-2%	5%	0.0%	1%
O=C(O)c1ccccc1OCCOc1ccccc1	-5	?	-9%	0%	-1%	30%	-2%	7%	-1.0%	?
COc1ccc(CCNS(=O)(=O)c2ccccc2[N+](=O)[O-])cc1OC	5	5%	-16%	-6%	2%	-11%	-4%	3%	0.3%	·
O=C(Nc1ccc(N2CCN(Cc3ccccc3)CC2)cc1)c1ccco1	7	29%	-24%	7%	-10%	46%	-7%	0%	0.1%	-3%
O=C(O)c1cc2nc3c(c(C(F)(F)F)n2n1)CCCC3	2	4%	-4%	-1%	1%	21%	-4%	-2%	-1.0%	7%
Cc1cnc(NC(=O)CSc2nc3ccccc3c(=O)[nH]2)s1	-2	4%	-17%	-16%	3%[46.1 µM]	-10%	0%	·	-0.3%	1%
CCC(=O)c1ccc(N2CCN(C(=O)Cc3ccccc3)CC2)c(F)c1	27	-10%	-5%	1%	2%	2%	-1%	-1%	-0.9%	-4%
Cc1cc2ncc(C(=O)N=CN(C)C)cn2n1	-2	7%	5%	9%	4%	-8%	-5%	1%	-0.3%	-4%
COc1cc(O)c(C(CCN2CCN(c3ccccc3)CC2)c2cc(OC)c(OC)c(OC)c2)c(OC)c1 (stereo not given)	-2	-12%	12%	3%	-1%	5%	·	8%	0.2%	-4%
O=C1C=C(c2cccc(Cl)c2O)C[C@@H](c2ccc3c(c2)OCO3)C1	?	12%	3%	·	-2%	-36%	-1%	-5%	-0.6%	-15%
O=c1cc(N2CCOCC2)[nH]c(=O)n1C1CCCCC1	2	-6%	1%	7%	-5%	-13%	-1%	0%	-0.2%	10%
CCOc1ccccc1C(=O)NCC(=O)NNC(=O)c1cccc(S(=O)(=O)Nc2ccc(OC)cc2)c1	3	15%	2%	·	-6%	16%	-4%	-1%	0.0%	2%
COc1ccc(CNC(=O)C(=O)NCC2OCCN2S(=O)(=O)c2ccc(F)cc2)cc1 (stereo not given)	-2	?	6%	-2%	-7%	-2%	0%	6%	0.2%	?
COc1ccccc1NC1=C(Cl)C(=O)OC1OC(=O)c1ccco1 (stereo not given)	2	-5%	-36%	98%[activator]	0%	-1%	-5%	0%	0.2%	17%
CC1CN(C/C(=N\O)C23CC4CC(CC(C4)C2)C3)CC(C)O1 (stereo not given)	9	-2%	-21%	10%	-2%	-23%	-2%	-4%	-0.1%	2%
Cc1ccc(C)c(NS(=O)(=O)c2cc(C(=O)NCCSC3CCCCC3)ccc2C)c1	-1	21µM*	-33%	-9%	-2%	-69%	-2%	-3%	-0.3%	0%
CCCN(CC(=O)Nc1ccccc1OC)C(=O)c1cc(S(=O)(=O)NCc2ccccc2)ccc1C	1	-8%	-8%	?	2%	-19%	·	-3%	-1.0%	-9%
CC(=O)C1=C(O)C(=O)N(c2nccs2)C1c1ccc(Br)cc1 (stereo not given)	8	8%	-2%	-10%	7%	-28%	-6%	7%	-0.5%	-3%
Cc1nnc(NC(=O)c2ccncc2)s1	-2	0%	-10%	12%	3%	-26%	0%	2%	0.0%	1%
NS(=O)(=O)c1ccc(NC(=S)NC(=O)c2ccc3c(c2)OCO3)cc1	-3	28%	11%	0%	1%	40%	0%	-1%	0.0%	3%
Cc1ccc(-c2nnn(CC(=O)N(Cc3ccco3)C(C(=O)NC(C)(C)C)c3ccc(C)o3)n2)o1 (stereo not given)	2	-8%	-18%	6%	-5%	-30%	3%	-3%	-0.6%	-2%
CC12CCC(=O)N1C(C(=O)Nc1ccc(Cl)c(S(=O)(=O)N3CCCCC3)c1)CS2 (stereo not given)	14	?	-9%	·	2%	-30%	-1%	3%	-0.4%	-2%

As a short view, two of the compounds above.
SMILES	TRPV1 agonist	ELG1 DNA repair	a7 integrin act	MLL CXXC-DNA inh	TCR activator	BRCA1 expr up	TSG101-PTAP inh	A-T KAP1 phos	B2AR arrestin	p53 reactivator
NS(=O)(=O)c1ccc(NC(=S)NC(=O)c2ccc3c(c2)OCO3)cc1	-3	28%	11%	0%	1%	40%	0%	-1%	0.0%	3%
Cc1ccc(-c2nnn(CC(=O)N(Cc3ccco3)C(C(=O)NC(C)(C)C)c3ccc(C)o3)n2)o1 (stereo not given)	2	-8%	-18%	6%	-5%	-30%	3%	-3%	-0.6%	-2%
